# Screening data: PubChem, Broad Institute
# PGC1a acetyl inh: modulators of PGC1a acetylation; U2OS PGC1a acetylation, AlphaScreen anti-acetyl-lysine; with virally co-expressed GCN5 acetyltransferase; inhibition, % at 15.6 µM; actives 0.17% (n = 350,000);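 active means every replicate shows inhibition of at least 40%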;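 further: 0% = neutral control wells and 100% = positive control wells; some results beyond the cut were filed as inactive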
# Cneo AK release: Cryptococcus neoformans lysis via adenylate kinase release. lysis activity, % at 15 µM. AID 651654. actives 0.2% (n = 360,000). C. neoformans lysis, adenylate kinase release luminescence, 4 h; normalised: neutral wells 0, clomiphene wells 100;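 active means mean lysis activity across replicates of at least 80%, whatever share of replicates individually reach that level; inactive means mean lysis activity below 80%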
#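 Signal: Adenylate kinase release luminescence | Assay system: Log-phase Cryptococcus neoformans yeast cells | Input: Cells at 5 × 10^6 per mL | Buffer or medium: Fresh YPD growth medium | Compound: Single dose | Schedule: Static 4 h at 37 °C with compound, 1 h detection | Controls: Clomiphene | Read-out: Luminescence rise reflecting yeast cell lysis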
# RAD52 inh: blocks human RAD52 DNA annealing; P43351; recombinant RAD52 DNA annealing, FRET fluorescence; inhibition, % at 18.7 µM; actives 0.46% (n = 360,000);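 active means every replicate showing at least 50% inhibition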
# ERAP1 inh: inhibitors of human ERAP1 aminopeptidase. inhibition, % at 10.7 µM. actives 0.15% (n = 340,000). AID 652197. recombinant ERAP1, Leu-AMC fluorescence, 60 min;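 active means mean replicate inhibition of at least 30%, or all replicates individually reaching that 30% level; inactive means mean below 30% and not every replicate reaching it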;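 further: 0% = neutral control wells and 100% = L-leucinethiol positive control wells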
# Target sequence (Q9NZ08 whole entry, looked up): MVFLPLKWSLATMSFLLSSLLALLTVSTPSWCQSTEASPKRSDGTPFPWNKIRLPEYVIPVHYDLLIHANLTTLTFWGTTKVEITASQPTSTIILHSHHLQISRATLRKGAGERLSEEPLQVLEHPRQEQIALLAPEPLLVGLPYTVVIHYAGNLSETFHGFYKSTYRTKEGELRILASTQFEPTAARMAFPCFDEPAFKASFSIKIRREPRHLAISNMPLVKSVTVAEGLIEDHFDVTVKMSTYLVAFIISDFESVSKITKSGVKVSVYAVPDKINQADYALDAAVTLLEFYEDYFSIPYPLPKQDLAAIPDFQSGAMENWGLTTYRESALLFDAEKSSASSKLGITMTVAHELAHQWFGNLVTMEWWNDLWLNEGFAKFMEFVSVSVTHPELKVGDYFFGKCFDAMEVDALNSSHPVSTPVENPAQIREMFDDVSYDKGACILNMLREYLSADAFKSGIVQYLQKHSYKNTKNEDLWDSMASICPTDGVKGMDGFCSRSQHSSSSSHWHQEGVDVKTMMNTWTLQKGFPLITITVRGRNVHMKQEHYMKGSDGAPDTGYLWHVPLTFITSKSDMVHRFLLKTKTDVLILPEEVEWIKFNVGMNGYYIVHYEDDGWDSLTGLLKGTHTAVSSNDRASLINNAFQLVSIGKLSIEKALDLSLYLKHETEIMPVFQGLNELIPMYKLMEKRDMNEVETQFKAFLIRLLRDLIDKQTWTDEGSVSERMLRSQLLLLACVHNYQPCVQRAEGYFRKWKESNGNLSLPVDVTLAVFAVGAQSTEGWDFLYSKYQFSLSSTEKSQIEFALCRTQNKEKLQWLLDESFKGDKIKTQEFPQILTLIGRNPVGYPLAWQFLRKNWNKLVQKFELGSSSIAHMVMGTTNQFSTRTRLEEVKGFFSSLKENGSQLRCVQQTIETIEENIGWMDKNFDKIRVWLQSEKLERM
# PglD DTNB: inhibitors of Campylobacter jejuni PglD acetyltransferase; purified PglD enzyme, DTNB colorimetric CoA detection; inhibition, % at 12.5 µM; actives 0.098% (n = 360,000); AID 602405; in the data active means inhibition above about 16%, passing the limit was not always enough; further: strong numbers were not always called active
# RAD54 inh: blocks human RAD54 Holliday junction branch migration | FAM/BHQ fluorescence | inhibition, % at 10.4 µM | actives 0.14% (n = 360,000) | AID 602329;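 active means mean normalized replicate activity at least 40 and at least half of replicates scoring 40 or more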;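 further: 0% = median of neutral control wells and 100% = median of positive control wells; inhibitors cause a drop in the FAM fluorescence signal; in these data hits start at about 50%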
# E-sel inducer: E-selectin induction on HUVECs; P16581; HUVEC E-selectin immunofluorescence imaging; normalized: neutral wells 0, TNF-alpha wells 100; activation, % at 7.58 µM; actives 0.37% (n = 260,000); AID 686992;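 active means mean E-selectin-positive cell signal at least 10% of the positive control, reached in at least 60% of replicates, without over 20% cell loss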;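 further: in these data hits start at about 27%; measured in HUVEC primary endothelial cells; signal is the percent of cells scored E-selectin positive by PE staining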
#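 material = human umbilical vein endothelial cells (HUVEC), E-selectin induction | quantity = 3,000 cells/well | medium = EGM-2 growth medium on 0.1% gelatin-coated wells | technique = immunofluorescence imaging | read-out basis = % PE-positive cells | control set = TNF-alpha positive control, DMSO neutral control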
# miR-122 sensor: miR-122 inhibition in Huh7 cells | Huh7 miR-122 Renilla luciferase sensor, 48 h; neutral wells = 0, positive control = 100 | activation (reporter increase), % at 12.5 µM | actives 0.3% (n = 340,000) | AID 602342;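 active means mean replicate activation score at least 90 and every replicate individually at or above 90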;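 further: higher luciferase means less miR-122 activity so hits act as miR-122 inhibitors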
# Numbers without * were called inactive; . = not tested or not shown; & = joins results of further samples; [ ] = another dose, or the depositor's remark.
SMILES,PGC1a acetyl inh,Cneo AK release,RAD52 inh,ERAP1 inh,PglD DTNB,RAD54 inh,E-sel inducer,miR-122 sensor
COc1cccc(C(=O)N2CCN(Cc3ccccc3Br)CC2)c1,10,6,-2,0,17,2,1.3,-1
COCC(=O)N(C)C[C@@H]1Oc2ncc(Br)cc2C(=O)N([C@@H](C)CO)C[C@H]1C,2&4&-11,-1&2&-1,-8&-1&0,5&1&-1,-2&2&1,7&8&1,0.9&-0.2,-5
Cc1nn(-c2ccccc2)c(C)c1C=O,9,0,-3,4,6,-6,0.0,0
CCN(CC(=O)Nc1c(F)cccc1F)C(=O)c1cc(S(=O)(=O)N2CCOCC2)ccc1N1CCCC1,8,.,-15,2,.,.,1.0,-15
C=CCc1cccc(C2Nc3ccccc3C(=O)N2O)c1O (stereo not given),2,0,.,.,3,-10,.,13
CSc1cccc(NC(=O)CN(C)S(=O)(=O)c2cnc[nH]2)c1,-5,-5,-11,-1,-4,15,2.4,5
O=C(NCc1ccncc1)c1ccc(NS(=O)(=O)c2ccc(F)cc2)cc1,4,0,-8,0,-1,-5,.,-1
CCOC(=O)c1c(NC(=O)CN2CCCCC2)sc2c1CCCC2O (stereo not given),-3,-1,-11,3,-4,-11,-0.1,2
N[C@@H]1CC[C@@H](CCn2cc(-c3ccccn3)nn2)O[C@H]1CO,-3,-4,36,1,5,6,0.0,3[16.7 µM]
COc1cc2c(cc1OC)C(C)N(C(=O)Nc1ccccc1)CC2 (stereo not given),6,2,-8,1,-4,-10,1.3,26
Cc1cc(C)cc(N(C(=O)Cn2nnc(-c3ccccc3)n2)C(C(=O)NC2CCCCC2)c2ccccn2)c1 (stereo not given),11,-3,.,.,-2,-2,.,8
COc1ccc(NC(=O)N(C)C[C@H]2Oc3ccc(N(C)C)cc3C(=O)N([C@H](C)CO)C[C@H]2C)cc1,-11,1,10,3,2,-2,0.2,-4[16.7 µM]
Cc1ccc(OCC(=O)c2ccc3c(c2)CCCC3)cc1C,-9,-11,.,.,-1,1,.,-7
COc1ccc(C(CNC(=O)c2cc3c(s2)CCCC3)N2CCOCC2)cc1 (stereo not given),.,2,4,3,-2,2,.,-1
CC1(c2nnc(-c3ccncc3)o2)CC(c2ccc(Cl)cc2)=NO1 (stereo not given),.,-2,-14,-4,-1,10,0.3,.
CCCc1nc2c3ccccc3ccn2c1Cc1ccc(C)cc1,-11,10,-197,-2,-5,-7,.,1
CC[N+](CC)(CC)CCCCOc1ccc2c(c1)C(=O)c1cc(OCCCC[N+](CC)(CC)CC)ccc1-2,-5,-3,102*,17,-9,99*,.,-7
CC(=O)N1[C@H](C(=O)N(C)C)[C@@H](CO)[C@@H]2Cn3c(ccc(-c4ccc(F)cc4)c3=O)[C@@H]21,.,-2,-3,.,2,5,0.1,-2[16.7 µM]
C[C@H]1CN([C@@H](C)CO)C(=O)c2cccc(NS(=O)(=O)c3ccc(Cl)cc3)c2O[C@H]1CN(C)CC1CCCCC1,.,1,7,-2,4,-6,-2.2,6[16.7 µM]
O=S(=O)(c1cccc(Cl)c1)N1CCCC1,-2,.,-10,2,.,.,.,-4

# Reprinted from the part before: 2 compounds, then new ones.
SMILES,PGC1a acetyl inh,Cneo AK release,RAD52 inh,ERAP1 inh,PglD DTNB,RAD54 inh,E-sel inducer,miR-122 sensor
C[C@H]1CN([C@@H](C)CO)C(=O)c2cccc(NS(=O)(=O)c3ccc(Cl)cc3)c2O[C@H]1CN(C)CC1CCCCC1,.,1,7,-2,4,-6,-2.2,6[16.7 µM]
O=S(=O)(c1cccc(Cl)c1)N1CCCC1,-2,.,-10,2,.,.,.,-4
O=C(NCCN1CCCCC1)[C@@H]1[C@@H](CO)[C@@H]2Cn3c(cccc3=O)[C@H]1N2C(=O)C1CCCCC1,.,-1,0,0,-1,8,0.1,-7[16.7 µM]
C/C=C/c1ccc([C@@H]2[C@H](CO)N(C(=O)CN(C)C)C23CN(C(=O)C2CCC2)C3)cc1,8,.,2,-3,.,.,0.2,.
CCC(c1nnc(SCC(=O)NNC(=O)c2ccccc2)n1Cc1ccccc1)N(C)C (stereo not given),.,-2,-11,4,-1,-2,.,.
C[C@H]1CN([C@@H](C)CO)C(=O)c2cc(NS(=O)(=O)c3ccccc3)ccc2O[C@H]1CN(C)S(=O)(=O)c1cn(C)cn1,2,3,-4,-3,0,1,0.8,1[16.7 µM]
COc1ccc(Cl)cc1S(=O)(=O)NC(C)C(=O)NCCN1CCOCC1 (stereo not given),0,5,-8,3,0,-2,0.7,-2
Cc1ccc(S(=O)(=O)N[C@H]2CC[C@H](CCn3cc(-c4cccnc4)nn3)O[C@@H]2CO)cc1,4,-19,-10,1,-1,-2,-0.3,.
CCN1CCN(c2cc(C(C)(C)C)nc3c(-c4ccccc4)c(C)nn23)CC1,0,4,.,.,2,20,.,-4
CCc1ncc(CN2CCCC(C(=O)Nc3cccc(-c4ccc(F)cc4)c3)C2)cn1 (stereo not given),.,2,1,2,0,6,.,-14
CC(=O)c1cnc2nc(SCc3ccc(Cl)cc3)nn2c1C,12,3,-68,.,-3,0,0.3,0
O=C(Cc1ccccc1)NCCc1cn2ccsc2n1,-10,-1,2,0,-2,8,-0.1,-1
CCC(=O)Nc1cc(C)c(NC(=O)c2ccco2)cn1,6,4,.,.,0,-1,.,-1
O=c1[nH]cnc2c1ncn2[C@@H]1C[C@@H](O)[C@H](CO)O1,.,-2,-9,5,4,3,0.2,-3
COc1cccc(CNC(=O)Cn2ccc3cc(S(=O)(=O)N4CCC(C)CC4)ccc32)c1,11,-2,-20,3,-1,-4,0.1,13
Cc1cc(C)n(S(=O)(=O)c2cccc([N+](=O)[O-])c2)n1,6,1,2,-2,-2,3,-0.1,-11
COC(=O)Cc1c(C)c2ccc(OCc3nn[nH]n3)cc2oc1=O,5,-5,.,.,0,-19,.,1
O=[N+]([O-])c1cc(C2Nc3cccc4cccc(c34)N2)ccc1Cl,-13,0,-7,-5,-6,-3,0.4,-3
CCCn1ccnc1SCC(=O)Nc1c(C)n(C)n(-c2ccccc2)c1=O,.,-7,-9,-2,4,-7,.,.
CN(C)c1ccc(CC(=O)N2CCCCC2c2cc(C(=O)Nc3ccccc3Cl)no2)cc1 (stereo not given),-5,-2,-21,-1,5,-13,0.7,-6
Cc1cc(-c2ccc(C(C)C)c(S(=O)(=O)Nc3cc(C)on3)c2)on1,-2,.,3,0,.,.,0.1,13
CCOC(=O)C1=C(C)NC(C)=C(C(=O)OCC)C1c1ccco1,-4,1,-25,.,-141,-6,.,0

# An excerpt of these results, with each value named:
> Cc1ccc(S(=O)(=O)N[C@H]2CC[C@H](CCn3cc(-c4cccnc4)nn3)O[C@@H]2CO)cc1
  PGC1a acetyl inh: 4	Cneo AK release: -19	RAD52 inh: -10	ERAP1 inh: 1	PglD DTNB: -1	RAD54 inh: -2	E-sel inducer: -0.3	miR-122 sensor: .
> CCN1CCN(c2cc(C(C)(C)C)nc3c(-c4ccccc4)c(C)nn23)CC1
  PGC1a acetyl inh: 0	Cneo AK release: 4	RAD52 inh: .	ERAP1 inh: .	PglD DTNB: 2	RAD54 inh: 20	E-sel inducer: .	miR-122 sensor: -4
> CCc1ncc(CN2CCCC(C(=O)Nc3cccc(-c4ccc(F)cc4)c3)C2)cn1 (stereo not given)
  PGC1a acetyl inh: .	Cneo AK release: 2	RAD52 inh: 1	ERAP1 inh: 2	PglD DTNB: 0	RAD54 inh: 6	E-sel inducer: .	miR-122 sensor: -14
> CC(=O)c1cnc2nc(SCc3ccc(Cl)cc3)nn2c1C
  PGC1a acetyl inh: 12	Cneo AK release: 3	RAD52 inh: -68	ERAP1 inh: .	PglD DTNB: -3	RAD54 inh: 0	E-sel inducer: 0.3	miR-122 sensor: 0

# (cont.)
SMILES,PGC1a acetyl inh,Cneo AK release,RAD52 inh,ERAP1 inh,PglD DTNB,RAD54 inh,E-sel inducer,miR-122 sensor
Cc1ccc2nc(N3CCN(C=O)CC3)nc(-c3ccccc3)c2c1,8,-1,-2,-27,-3,11,.,-5
O=c1cc(N2CCc3ccccc32)[nH]c(=O)n1Cc1ccc(F)cc1,-14,5,-11,1,10,11,.,2
CN(C(=O)CSc1nc2ccccc2c(=O)n1-c1ccccc1F)C1CCS(=O)(=O)C1 (stereo not given),5,0,-5,2,-3,-2,-0.1,.
COc1ccccc1Nc1ncccc1[N+](=O)[O-],5,0,-7,-1,5,0,3.4,4
COc1ccc(CCNC(=O)COC(=O)Cc2ccc(OC)cc2)cc1,9,-1,.,.,6,-4,.,-12
CC(CNC(=O)c1ccc(-c2ccccc2)cc1)CN(C)C (stereo not given),-11,-2,.,.,-2,2,.,0
COCC#Cc1cnc2c(c1)C(=O)N([C@H](C)CO)C[C@@H](C)[C@@H](CN(C)Cc1ccccc1F)O2,8,-2,2,-3,-1,-1,0.0,2[16.7 µM]
Cc1ccc(S(=O)(=O)N2C[C@@H](O)COC[C@H]3O[C@@H](CC(=O)N[C@H]4CCN(Cc5ccccc5)C4)CC[C@@H]32)cc1,-1,4,6,0,5,-4,0.1,-4[16.7 µM]
Cc1ccc2nc(-c3cc(N)cc(N)c3)oc2c1,2,-2,.,.,-2,4,.,9
O=C(CN1C(=O)c2ccccc2S1(=O)=O)NCc1ccccc1,.,2,-10,0,3,-6,-0.1,.
CNC(=O)c1ccc(-c2cc(C(F)(F)F)nn2C)s1,5,-5,-14,-1,4,-1,1.9,-7
O=C(NCC[C@@H]1C[C@@H]2C=C[C@H]1C2)c1cc(COc2ccc(F)cc2F)on1,-1,-1,-30,-3,4,2,.,-7
Cc1ccc(S(=O)(=O)CCN2CCN(c3ccccn3)CC2)cc1,3,-3,-7,.,3,2,0.1,-5
COc1ccc(CCNC(=O)CCC(=O)N2CCN(S(=O)(=O)c3ccccc3)CC2)cc1OC,.,-2,.,.,-3,-13,-0.4,7
COc1ccc(NC(=O)N(C)C[C@H]2OCCCC[C@H](C)Oc3ccc(NC(=O)c4ccncc4)cc3C(=O)N([C@@H](C)CO)C[C@H]2C)cc1,5,0,.,.,4,2,-0.1,6[16.7 µM]
Cc1ccc(CN2CCN(Cc3ccc(Oc4ncccn4)cc3)CC2CCO)cc1 (stereo not given),-9,4,-6,.,-3,0,-0.7,3
FC(F)(F)c1ccc(Oc2ccccc2Cl)nc1,0,.,-11,-2,.,.,0.0,-24
C[C@@H]1CN([C@H](C)CO)C(=O)Cc2cc(NS(=O)(=O)c3ccccc3)ccc2O[C@H]1CN(C)Cc1ccc(Cl)c(Cl)c1,-6,-7,24,2,-3,0,0.0,0[16.7 µM]
N#CC1=C(N)OC2=C(C(=O)CCC2)C1C1CC=CCC1 (stereo not given),-7,-3,.,.,2,-7,.,4
CCCn1nnc(NC(=O)COc2ccc(C3CCCCC3)cc2)n1,-12,20,-6,6,-1,4,.,0

# Some of the entries above, set out differently.
# Below each compound – PGC1a acetyl inh	Cneo AK release	RAD52 inh	ERAP1 inh	PglD DTNB	RAD54 inh	E-sel inducer	miR-122 sensor
CNC(=O)c1ccc(-c2cc(C(F)(F)F)nn2C)s1
  5	-5	-14	-1	4	-1	1.9	-7
CCCn1nnc(NC(=O)COc2ccc(C3CCCCC3)cc2)n1
  -12	20	-6	6	-1	4	.	0
